Assay outcomes (PubChem BioAssay)
PAFAH2 inh – PAFAH2 enzyme inhibitors, primary screen, biochemical, fluorescence polarization, human. recombinant PAFAH2, FP-rhodamine activity probe. inhibition, % at 3.39 µM. 340,000 tested, 0.99% active. AID 492956, 2010;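 active means inhibition above the mean over all tested compounds plus 3 SD, cut at about 30% in these data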;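 further: inhibitors block probe labeling of enzyme so polarization drops; 0% = enzyme with DMSO and 100% = wells lacking PAFAH2 protein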
PME-1 primary – PME-1 inhibitors via competitive probe labeling, primary screen, biochemical, fluorescence polarization, FP-Rh probe, HTS; Protein phosphatase methylesterase 1 (Homo sapiens), Q9Y570; AID 2130, 2009; 320,000 tested, 0.53% active; recombinant PME-1; inhibition, % at 5.9 µM;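 active means inhibition above the campaign mean of all compounds plus 3 SD, cut at about 26% in these data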;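 further: competitive labeling of PME-1 active site by serine hydrolase directed probe; 0% = PME-1 with DMSO and 100% = wells lacking PME-1 enzyme; inhibitors block probe labeling so polarization falls and inhibition rises; many of its hits are not listed in these tables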
GSTO1 counter – inhibitors of recombinant GSTO1, primary screen, counter-screen for RBBP9 inhibitor project, biochemical, fluorescence polarization; inhibition, % at 5.96 µM; activity-based probe fluorescence polarization; Glutathione S-transferase omega-1 (Homo sapiens), P78417; AID 1974, 2009; 300,000 tested, 1.1% active;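 active means inhibition above the campaign mean inhibition plus 3 SD, cut at about 35% in these data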;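 further: 0% = GSTO1-1 with DMSO and 100% = wells lacking GSTO1-1 enzyme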
Fam108B inh – mouse Fam108B serine hydrolase inhibitors, primary screen, counter-screen for RBBP9 inhibitor project, biochemical, fluorescence polarization | recombinant Fam108B, FP-Rh probe fluorescence polarization | inhibition, % at 9.51 µM | 300,000 tested, 0.33% active | AID 1947, 2009;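 active means inhibition above the screen mean inhibition plus 3 SD, computed separately per campaign, cut at about 18% in these data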;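 further: inhibitors lower polarization as less probe binds the enzyme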
PAFAH1B3 inh – PAFAH1B3 enzyme inhibitors, primary screen, biochemical, fluorescence polarization, human; AID 492972, 2010; inhibition, % at 3.39 µM; Platelet-activating factor acetylhydrolase IB subunit alpha1 (Homo sapiens), Q15102; 340,000 tested, 0.28% active; recombinant PAFAH1B3, FP-rhodamine probe;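 active means inhibition above the screen-wide average of all tested compounds plus 3 SD, cut at about 25% in these data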;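 further: 0% = enzyme with DMSO only and 100% = wells lacking PAFAH1B3 protein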
PAD4 FP inh – human PAD4 inhibitors, primary screen, biochemical, fluorescence polarization, 1536-well format; recombinant PAD4, RCA probe fluorescence polarization; inhibition, % at 6.36 µM; 330,000 tested, 0.41% active;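 active means percent inhibition above a cutoff equal to the mean of all tested compounds plus 3 SD, cut at about 15% in these data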;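 further: 0% = PAD4 with RCA probe and DMSO and 100% = probe without PAD4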
Target sequence (Q9UM07 whole entry, looked up): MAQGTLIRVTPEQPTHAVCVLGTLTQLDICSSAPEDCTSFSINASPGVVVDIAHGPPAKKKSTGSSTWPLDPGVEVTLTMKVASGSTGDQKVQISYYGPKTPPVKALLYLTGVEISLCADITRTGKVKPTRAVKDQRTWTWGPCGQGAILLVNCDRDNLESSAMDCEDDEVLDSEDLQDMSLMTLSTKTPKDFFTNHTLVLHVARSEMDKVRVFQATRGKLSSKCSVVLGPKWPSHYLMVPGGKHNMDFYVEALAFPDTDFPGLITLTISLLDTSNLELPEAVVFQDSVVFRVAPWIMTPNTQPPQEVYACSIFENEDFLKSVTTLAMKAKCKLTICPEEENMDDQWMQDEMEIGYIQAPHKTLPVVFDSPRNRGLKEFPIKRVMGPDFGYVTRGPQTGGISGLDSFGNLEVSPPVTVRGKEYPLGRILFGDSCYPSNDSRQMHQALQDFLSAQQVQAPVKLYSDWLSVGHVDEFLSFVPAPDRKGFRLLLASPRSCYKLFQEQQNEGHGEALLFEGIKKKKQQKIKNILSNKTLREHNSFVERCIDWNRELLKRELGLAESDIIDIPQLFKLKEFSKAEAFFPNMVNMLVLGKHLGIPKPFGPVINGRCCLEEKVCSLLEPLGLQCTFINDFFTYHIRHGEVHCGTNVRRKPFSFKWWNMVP
LYPLA1 inh – LYPLA1 inhibitors, primary screen, counter-screen for PME1 inhibitor project, biochemical, fluorescence polarization, FP-Rh probe ABPP; recombinant LYPLA1; AID 2174, 2009; Acyl-protein thioesterase 1 (Homo sapiens), O75608; 320,000 tested, 0.16% active; inhibition, % at 5.9 µM;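 active means inhibition above the mean of all tested compounds plus 3 SD, set per campaign, cut at about 14% in these data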;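 further: inhibitors block serine hydrolase probe labeling of LYPLA1 so polarization falls; 0% = enzyme with DMSO and 100% = wells lacking LYPLA1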
Target sequence (O75608 whole entry, looked up): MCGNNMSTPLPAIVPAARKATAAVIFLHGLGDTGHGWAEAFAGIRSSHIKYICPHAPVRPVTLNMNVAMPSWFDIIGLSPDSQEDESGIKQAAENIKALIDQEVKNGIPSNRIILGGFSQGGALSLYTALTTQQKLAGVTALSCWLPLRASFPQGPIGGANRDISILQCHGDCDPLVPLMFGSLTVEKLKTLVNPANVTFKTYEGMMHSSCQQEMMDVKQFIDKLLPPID
pPAFAH inh – pPAFAH enzyme inhibitors, primary screen, biochemical, fluorescence polarization, human; Platelet-activating factor acetylhydrolase (Homo sapiens), Q13093; recombinant pPAFAH, FP-rhodamine probe fluorescence polarization; inhibition, % at 3.39 µM; 330,000 tested, 1.5% active;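 active means inhibition above the mean inhibition across the screen plus 3 SD, cut at about 25% in these data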;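 further: inhibitors block binding of the rhodamine activity-based probe so polarization drops; 0% = enzyme with DMSO and 100% = wells lacking pPAFAH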
PAFAH1B2 FP inh – PAFAH1B2 enzyme inhibitors, primary screen, biochemical, fluorescence polarization, human; Platelet-activating factor acetylhydrolase IB subunit alpha2 (Homo sapiens), P68402; recombinant PAFAH1B2, FP-rhodamine activity probe; inhibition, % at 3.39 µM; 340,000 tested, 1.2% active;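 active means inhibition above the mean of all tested compounds plus 3 SD, cut at about 24% in these data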;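 further: 0% = enzyme with DMSO and 100% = wells lacking PAFAH1B2; many of its hits are not listed in these tables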
Numbers without * were called inactive; x = no result given.

SMILES	PAFAH2 inh	PME-1 primary	GSTO1 counter	Fam108B inh	PAFAH1B3 inh	PAD4 FP inh	LYPLA1 inh	pPAFAH inh	PAFAH1B2 FP inh
CCCCCN(C(=O)COC(=O)COc1c(C)cc(C)cc1C)c1c(N)n(CCCC)c(=O)[nH]c1=O	1	-1	-2	3	-6	2	2	3	1
Cc1ccc(NC(=O)CN2CCC(NC(=O)Cc3ccccc3)CC2)cc1C	-6	2	0	-1	3	-1	-1	7	0
COc1ccc(N2CCN(C(=O)CCc3nnc4ccc(N5CCC(C)CC5)nn34)CC2)cc1	-1	2	2	0	-2	-1	2	8	6
S=C(c1cccs1)N1CCCC1	-1	1	-2	4	8	1	0	-3	2
O=C(NCC1OCCc2ccccc21)c1ccc(NC(=O)c2ccccc2Cl)cc1 (stereo not drawn)	-12	-11	-28	-21	-13	-5	-7	0	-5
CN(CCOc1ccc(Cl)cc1)C(=O)Cc1ccc(S(=O)(=O)N2CCOCC2)s1	0	6	x	x	7	4	0	3	11
CCOc1cc(S(=O)(=O)Nc2ccc(Cl)cn2)ccc1Cl	-6	5	0	2	3	1	0	-3	0
CC1CN(Cc2nc3c(c(=O)[nH]c(=O)n3C)n2CC(N)=O)CC(C)O1 (stereo not drawn)	-2	-9	4	1	5	-4	1	0	3
C=CCn1c(-c2ccc(Cl)cc2)ccc(C#N)c1=O	-2	-1	-5	-1	4	1	2	5	1
O=C(Nc1ccccc1)c1ccccc1NC(=O)c1ccccc1[N+](=O)[O-]	7	1	-8	-2	-1	2	1	-2	5
O=C(COc1ccccc1Cl)NCCNC(=O)c1cnccn1	3	-2	5	2	-5	1	4	1	8
COc1ccccc1CCNC(=O)c1ccc(OC)c(OC2CCN(C(C)C)CC2)c1	-2	0	-2	0	11	3	7	8	2
Cc1nc(N2CCOCC2)c(C#N)c(C)c1Br	5	4	3	-2	9	4	-2	4	1
CC1CCN(C(=O)CNC(=O)c2cccc(OC(F)F)c2)CC1	0	1	10	-3	5	-1	-1	-2	5
COCCn1c(=NC(=O)c2ccc(S(=O)(=O)N3CCOCC3)cc2)sc2cc(S(N)(=O)=O)ccc21	-4	12	-3	-4	10	4	17*	-3	6
OCCSc1c(F)c(SCCO)c(SCCO)c(F)c1SCCO	-1	3	0	-2	0	-7	-1	0	0
CC(C)OC(=O)CSc1nnc(-c2ccc(C(C)(C)C)cc2)n1N	-4	-4	1	6	2	1	1	4	-1
COc1ccccc1C1SCCN1S(=O)(=O)c1cccc(C(F)(F)F)c1 (stereo not drawn)	-4	16	-3	0	10	3	1	5	-5
O=C(CSc1nnc(NC(=O)C2CC(=O)N(c3ccc(F)cc3)C2)s1)NCc1ccco1 (stereo not drawn)	5	1	3	-1	-3	-7	-3	12	1
O=C(CS(=O)(=O)c1ccc(Cl)c(Cl)c1)Nc1ccccc1Cl	7	-4	-7	-3	1	0	-6	1	5
COc1cccc(S(=O)(=O)NCc2ccc(C(=O)N3CCN(c4ccccc4OC)CC3)cc2)c1	2	-4	1	-2	14	-6	0	3	-2
CC(C)C1Nc2ccc(C(=O)NC3CCCCC3)cc2NC1=O (stereo not drawn)	5	-1	-2	4	5	-3	0	3	-3
CC(C)=N/N=C(/c1ccc([N+](=O)[O-])cc1)C12CN3CN(CN(C3)C1)C2	-7	-7	3	4	-8	8	-1	3	4
CN1C(=O)c2ccc(C(=O)Nc3nccs3)cc2C1=O	9	-6	6	3	-1	-6	1	1	2
CC(C)c1ccc(S(=O)(=O)N2CCN(CC(=O)Nc3ccc4c(c3)OCO4)CC2)cc1	12	4	1	-8	4	-12	1	-1	7
O=C(c1cc2nc(-c3ccc(F)cc3)cc(C(F)(F)F)n2n1)N1CCOCC1	-4	1	6	4	1	-2	4	-3	-1
Brc1cccc(OCCN2CCCCC2)c1	-1	-4	2	1	-2	1	2	-3	-3
CCN1CCC(n2nccc2NC(=O)c2ccccc2Cl)CC1	-6	-4	1	3	7	4	1	-5	-5
CC1CCCC(NC(=O)COC(=O)CCC(=O)c2ccc(F)cc2)C1C (stereo not drawn)	15	x	x	x	6	3	x	18	8
C=CCNC(=O)c1csc(-c2ccccc2)n1	-3	-17	2	-1	1	2	0	0	0
Cc1nn(C)c(C)c1S(=O)(=O)NC1CCCC1	2	0	-4	2	4	-6	-1	5	-5
CCCCC(CC(O)COCC(C)C)C(=O)NNC(=S)Nc1ccccc1 (stereo not drawn)	0	-3	12	2	0	3	-4	0	1
Cc1cc(OCC(O)CN2CCCC2)cc(C)c1Cl (stereo not drawn)	-5	2	2	4	3	-1	-2	6	-3
Cc1cc(C(=O)COC(=O)c2cccc(O)c2)c(C)n1C1CC1	6	-3	x	x	-1	-2	-1	-1	4
O=C(Nc1cc(Cl)ccc1Cl)c1ccc(-c2ccccc2)cc1	2	10	-3	-2	8	3	2	1	-5
O=C(c1ccccc1O)N1N=C(c2ccccc2)CC1(O)C(F)(F)F (stereo not drawn)	-2	-4	2	5	6	-2	-3	5	8
CCCCN(C)CCNC(=O)c1cc2c(=O)[nH]c3ccccc3c2n1C	0	-9	4	3	7	0	-3	0	1
Cc1cccc2cc3c(NC(=O)C(C)(C)C)nn(CC(C)C)c3nc12	3	-3	3	-8	8	-2	-2	3	0
O=C(O)/C(=C\c1ccc(Cl)c([N+](=O)[O-])c1)c1ccc(S(=O)(=O)N2CCCCC2)s1	32*	0	62*	-3	14	-1	2	18	21
O=C(NCCNc1ccnc2cc(Cl)ccc12)c1ccccc1F	3	0	2	-2	7	-3	-2	3	1
O=C(Nc1cnccn1)c1ccc(F)cc1Cl	5	-4	2	-2	3	-3	-2	1	-1
O=C(c1cccc(Br)c1)N1CCCc2ccccc21	-9	0	1	0	-4	-1	0	-3	4
COc1ccc(/C=N\NS(=O)(=O)c2ccc(Br)cc2)cc1COc1ccccc1[N+](=O)[O-]	-20	5	-4	3	0	-2	-2	2	6
CC(c1ccccc1)C1CC(=O)N(c2ccccc2)C1=O (stereo not drawn)	3	0	3	0	12	-1	8	0	4
O=C1C=CC(=O)N1c1ccc(O)cc1	-7	-1	2	-5	-6	-3	-5	2	-2
CN(C(=O)CSc1nc2cc(C(=O)O)ccc2c(=O)n1Cc1ccccc1)C1CCS(=O)(=O)C1 (stereo not drawn)	-5	1	1	4	4	1	4	2	8
Cc1ccc(C)c(S(=O)(=O)N2CCN(C(C)C(=O)Nc3ccccc3-c3ccccc3)CC2)c1 (stereo not drawn)	-6	3	3	1	11	3	0	3	4
COc1ccc(NC(=O)COc2nc(N(C)C)nc(N(C)C)n2)cc1	11	-2	2	3	7	1	3	0	2
CCC1(c2ccc(C)cc2)NC(=O)N(C(C)C(=O)Nc2ccc(N3CCOCC3)cc2)C1=O (stereo not drawn)	0	-1	x	x	3	1	-2	1	-4
CNS(=O)(=O)c1cccc(C(=O)OC2CCOC2=O)c1 (stereo not drawn)	-5	1	1	-1	-3	1	0	-2	2
Cc1cccc(Nc2cc(=O)[nH]c(=O)[nH]2)c1C	0	5	5	-3	8	0	3	2	6
COc1ccc(C)cc1NC(=O)CN1CCN(c2ccccn2)CC1	-1	-7	6	6	5	-1	-5	3	-1
NC(=O)CN1C(=O)C(O)(CC(=O)c2ccccc2O)c2ccccc21 (stereo not drawn)	-1	-1	5	2	-1	4	1	3	3
COc1ccc(Cc2nnc(SC(C)C(=O)Nc3ccc(C(N)=O)cc3)o2)cc1 (stereo not drawn)	3	2	0	1	6	-5	1	2	2
Cc1nn(CCC(=O)NNC(=S)Nc2cccc(Cl)c2)c(C)c1[N+](=O)[O-]	2	2	1	-3	9	-1	2	-2	3
CN1CCN(CC(=O)N2c3ccccc3C(C)(c3ccccc3)CC2(C)C)CC1 (stereo not drawn)	-1	2	9	-2	-2	0	-1	3	-2
CCCCCC(=O)N=Nc1c(O)[nH]c2ccc([N+](=O)[O-])cc12	0	6	9	-1	0	4	-2	6	0
COc1cccc(C=Nc2cccc3c(=O)[nH][nH]c(=O)c23)c1O	-16	-4	2	-11	-4	-3	1	2	-3
O=C(/C=C/c1cccs1)Nc1ccc(Br)cn1	-2	5	-7	1	0	-7	-3	5	-5
COCCNC(=S)N/N=C/c1ccc(-c2ccc([N+](=O)[O-])cc2)o1	-4	-3	1	-4	7	1	-2	5	3

Continued.
SMILES	PAFAH2 inh	PME-1 primary	GSTO1 counter	Fam108B inh	PAFAH1B3 inh	PAD4 FP inh	LYPLA1 inh	pPAFAH inh	PAFAH1B2 FP inh
CCCC1=C(C(=O)OCC)C(/C=C/c2ccccc2)n2ncnc2N1 (stereo not drawn)	-14	-2	4	-7	-2	-3	2	-7	3
O=C(NCC(F)(F)F)c1ccc(S(=O)(=O)Nc2ccccc2N2CCCC2)cc1	5	x	x	x	4	-23	x	-6	3
Cc1c(Br)c([N+](=O)[O-])nn1C(C)C(=O)NCc1cccs1 (stereo not drawn)	6	5	-1	-2	5	3	0	-2	1
CN(C)S(=O)(=O)N1CCN(c2cccc(Cl)c2)CC1	-4	-1	5	3	0	0	0	1	0
Cc1cc(NS(=O)(=O)c2ccc(NC(=O)c3cc4cc(Br)ccc4oc3=O)cc2)no1	6	-5	-2	0	5	-1	-1	5	3
COC(=O)c1ccccc1N(C)S(=O)(=O)c1cc2c3c(c1)CCC(=O)N3CCC2	-4	3	5	0	3	3	3	6	1
Cc1cccc(OCCC(=O)OCC(=O)N2CCc3ccccc32)c1	6	-3	5	4	7	-2	2	21	4
CCC(CC)NC(=O)c1cccc(Br)c1	-1	4	9	-2	-1	-3	1	-2	-2
COC(=O)COc1ccc2oc(=O)cc(-c3cc4ccccc4o3)c2c1	0	-8	-5	-2	-4	-2	-1	4	-1
COc1ccccc1N1CCN(C2CCN(C(=O)c3cccs3)CC2)CC1	5	-1	1	-1	0	-4	-1	0	5
COc1ccc(/C=C/c2nc(S(=O)(=O)c3ccccc3)c(N(C)C)o2)cc1	0	4	2	4	3	0	1	-4	3
CC1CCCN(C(=O)C2CCN(c3nc(-c4ccccc4)nc4c3CCC4)CC2)C1 (stereo not drawn)	4	5	1	1	5	-1	2	1	7
COc1ccc2c(c1)c(C(=O)CN1CCC3(CC1)OCCO3)c(C)n2C	6	4	-1	-2	-1	-3	1	5	2
Cc1ccc(S[C@@H](CCN2CC[C@H](C(C)(C)C)CCC2=O)c2ccccc2)cc1	4	-4	-8	1	-8	-4	0	1	4
COc1ccc(N(C(=O)c2cnsn2)C(C(=O)NC2CCCCC2)c2ccncc2)cc1 (stereo not drawn)	-2	2	3	-3	-4	1	0	4	6
C[C@H](NC(=O)c1nc[nH]c1C(=O)NCC(=O)OCc1ccccc1)C(=O)OCc1ccccc1	1	0	1	-2	3	2	-3	9	8

An excerpt (hit frequency here may not be typical).
